Source: PubChem BioAssay
STAT1 inh: STAT1 signaling inhibitors, primary screen, cell-based, HTS, luciferase reporter; 0.35% of 200,000 active; NIH 3T3 STAT1-luciferase reporter, IFN-gamma, luminescence; inhibition, % at 5.5 µM;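 active means inhibition above a set limit, the mean inhibition across all tested compounds plus 3 SD, cut at about 34% in these data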;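 further: 0% = IFN-gamma with DMSO and 100% = IFN-gamma with 300 µM nifuroxazide; values of inactives mirror those of a sister screen read the other way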
STAT3 inh: IL-6 driven STAT3 reporter inhibitors, primary screen, U3A cells, luciferase, luminescence, MLSCN library; inhibition, % at 5.5 µM; IL-6 STAT3-luciferase reporter; host cell line lacks STAT1; 0.89% of 190,000 active;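 active means inhibition above the mean inhibition across all screened compounds plus 3 SD, cut at about 44% in these data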;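 further: 0% = DMSO only wells and 100% = 100 µM nifuroxazide control wells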
APP 5'UTR act: activators of APP 5'UTR luciferase reporter, primary screen, SH-SY5Y cells | SH-SY5Y APP 5'UTR luciferase reporter, luminescence; zero percent = DMSO vehicle wells | activation, % at 2 µM | 1% of 190,000 active;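 active means activation above a set limit, based on mean plus 3 SD of controls, cut at about 140% in these data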; further: values of inactives mirror those of a sister screen read the other way
Efa HMGR inh: inhibitors of E. faecalis class II HMGR, primary screen, biochemical, Enterococcus faecalis | 0.41% of 190,000 active | AID 1066, 2008 | inhibition, % at 10 µM | purified E. faecalis HMGR, NADPH absorbance 340 nm kinetic;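 active means inhibition above a set limit, the median over all tested compounds plus 3 SD, cut at about 9.5% in these data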;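 further: enzyme runs in reverse so mevalonate oxidation gives rising NADPH absorbance; 0% = complete reaction with DMSO and 100% = background rate lacking mevalonate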
STAT3 activator: IL-6 driven STAT3 reporter potentiators, primary screen, U3A cells, luciferase, luminescence, MLSCN library; 0.91% of 190,000 active; IL-6 STAT3-luciferase reporter; 100% = signal with IL-6 EC80 alone; activation (% of control), % at 5.6 µM;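 active means activation above the screen-wide mean of compound activation plus 3 SD, cut at about 130% in these data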;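 further: 0% = background luminescence of wells with medium and substrate only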
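system = STAT3-luciferase reporter U3A cells | reagent = IL-6 stimulus at 33 ng/mL final | timing = 1 h compound pre-exposure, 6 h IL-6 stimulation, 37 °C | measured by = luminescence | evaluation = % activation versus median of IL-6-stimulated wells | control set = IL-6-only wells as 100% reference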
Redox H2O2 prof: compounds producing H2O2 with reducing agent – biochemical, NIH compound library profiling, artefact control for MLSCN library redox annotation, primary screen; DTT-dependent redox cycling H2O2, phenol red/HRP absorbance; 100% = 100 µM peroxide control, 0% = buffer; activation, % at 10 µM; 0.03% of 200,000 active; AID 878, 2007;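 active means activation of at least 50% relative to the plate's high and low controls in the primary single-dose screen; inactive means activation below 50%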;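 further: compound incubated with DTT at 0.8 mM final as the reducing agent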
NF-kB neuron act: activators of NF-kB expression in neurons, primary screen, cell-based, HTS; fold change at 12.5 µM; 1.6% of 190,000 active; human neuronal cells, NF-kB reporter expression; hits give high values; AID 1239, 2008; in the data active means fold change above about 3.3
STAT1 act: STAT1 signaling activators, primary screen, cell-based, HTS, luciferase reporter. NIH 3T3 STAT1-luciferase reporter, IFN-gamma, luminescence; 100% = IFN-gamma alone, no compound. activation (% of control), % at 5.5 µM. 2.6% of 200,000 active. AID 932, 2007;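 active means activation above the screen-wide mean activation plus 3 SD, cut at about 130% in these data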;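 further: raw ratio to IFN-gamma control signal so 100% means no change and 0% no light; values of inactives mirror those of a sister screen read the other way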
TLR4 MyD88 comp: inhibitors of TLR4-MyD88 association in cells, primary screen, cell-based, HeLa CL3-4, BLA complementation, FRET ratio. Toll-like receptor 4 (Homo sapiens) + Myeloid differentiation primary response protein …. HeLa CL3-4 TLR4/MyD88 BLA complementation. inhibition, % at 8.4 µM. 0.18% of 200,000 active. AID 861, 2007; in the data active means inhibition above about 25%;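 further: 0% = vehicle and 100% = reference inhibitor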
Hsp70 act: Hsp70 transcriptional activators, primary screen, cell-based, HeLa, Hsp70 promoter luciferase, luminescence, 10 µM | HeLa Hsp70 promoter luciferase reporter; scaled: vehicle 0, proteasome-inhibitor control 100% | activation, % at 10 µM | 0.04% of 200,000 active;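 active means activation above the mean across all tested compounds plus 3 SD, cutoff set per campaign, cut at about 5.5% in these data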;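 further: 100% = MG132 at 30 µM as the positive control and 0% = DMSO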
* hit, by the source's call; nt = not tested or not shown.

SMILES	STAT1 inh	STAT3 inh	APP 5'UTR act	Efa HMGR inh	STAT3 activator	Redox H2O2 prof	NF-kB neuron act	STAT1 act	TLR4 MyD88 comp	Hsp70 act
CN(C)c1nc(N(C)C)n(Cc2c(Cl)cccc2Cl)n1	-5	8	11	6	96	-0.7	1.4	104	-2	-0.3
O=C(NCCOc1ccccc1)c1ccccc1	-25	20	123	-6	86	0.8	4.4*	123	-7	0.0
O=C(NNC(=S)NCc1ccccc1)c1ccc2c(c1)OCO2	-5	0	-4	-2	102	0.0	1	104	-12	0.2
N#C/C(C(=O)N1CCCCC1)=C1/N=C(N)c2ccccc21	-13	-7	9	3	108	0.3	1.1	112	8	-0.3
CC(=O)C1=C(O)C(=O)N(c2cccnc2)C1c1ccc(Cl)cc1 (configuration not stated)	-4	-1	-12	-2	103	-8.2	1.2	104	12	-0.3
Cc1ccc(/C=C/C(=O)C2C(=O)c3ccccc3C2=O)cc1	34	60*	57	-2	54	-0.5	2.4	69	12	-0.4
COc1ccc(CNC(=O)C2CCN(S(=O)(=O)N3CCOCC3)CC2)cc1	10	8	-2	-8	95	-5.4	1.2	91	2	-0.1
CC(=O)c1cccc(NC(=O)CSc2nc(N3CCCCC3)nc(N3CCCCC3)n2)c1	0	2	10	-7	103	-0.8	nt	100	2	0.8
CC1(C)Oc2ccc3ccc(=O)oc3c2C(N2CCCCC2)C1O (configuration not stated)	-6	6	12	2	98	2.5	0.94	106	6	0.0
O=C(Nc1ccccn1)NC1CCCCC1	-14	8	-2	-3	98	0.0	1.4	113	2	-0.1
CCOC(=O)/C(C#N)=C1/SC(CC)C(=O)N1c1ccc(C)cc1 (configuration not stated)	-3	13	nt	-7	94	3.5	0.98	103	-8	0.4
CCOCc1cnc(C)nc1NCC(=O)c1c(C)[nH]c2cc(C)ccc12	6	2	9	2	103	-6.6	0.7	94	2	-0.4
CCOc1ccc(N(CC(=O)NCc2ccccc2)S(=O)(=O)c2c(C)noc2C)cc1	5	8	4	-1	101	-0.1	0.91	95	0	-0.5
O=C(Cn1sc2ccccc2c1=O)NC12CC3CC(CC(C3)C1)C2	11	-6	nt	1	103	0.0	1.2	90	-4	0.1
O=C(c1cnn2c1NC(c1ccc(Br)cc1)CC2C(F)(F)F)N1CCN2CCCC2C1 (configuration not stated)	-1	3	0	-5	105	2.4	0.93	101	-7	-0.1
Nc1nc(-c2ccco2)nn1C(=O)c1ccccc1Cl	6	13	-8	-2	94	-1.3	1.1	93	0	-0.3
COc1ccc2[nH]c(=O)c(CN(Cc3ccc4c(c3)OCO4)C(C)=O)cc2c1	-1	9	-6	0	100	2.8	1.2	100	-1	-0.7
COc1cccc(NC(=O)c2ccc(NC(C)=O)cc2)c1	-3	-2	-1	-2	105	1.0	1.2	103	-8	-0.2
COC(=O)c1ccc2c(c1)N(C)C(=O)CS2	-12	8	-4	-1	97	0.6	1.2	111	1	-0.1
O=C(N/N=C/c1cccc([N+](=O)[O-])c1)c1cccs1	-19	3	43	-5	98	-0.5	1.5	117	9	-0.3
COC(=O)N(NC(=O)C(O)(c1ccccc1)c1ccccc1)c1ccccc1	3	8	-6	-5	89	-0.1	1.3	98	7	-0.4
Cc1ccc(OC(=O)c2ccc3nc(C)sc3c2)cc1	24	57*	82	-2	52	0.2	2.5	78	-11	-0.4
O=C(c1ccc(COc2ccccc2Br)o1)N1CCCCCC1	7	8	16	-1	97	2.3	1.1	93	3	0.4
Cc1ccc(CSc2nc3ccccc3c(=O)[nH]2)cc1	-10	6	28	0	102	-0.1	1.2	107	-2	0.3
CCNc1ccc(C(=O)NN=C2CCCC2)cc1[N+](=O)[O-]	-1	0	-65	-2	102	-0.4	1.3	100	4	-0.1

Continuation:
SMILES	STAT1 inh	STAT3 inh	APP 5'UTR act	Efa HMGR inh	STAT3 activator	Redox H2O2 prof	NF-kB neuron act	STAT1 act	TLR4 MyD88 comp	Hsp70 act
O=[N+]([O-])C(C1CCS(=O)(=O)C1)C1CCS(=O)(=O)C1 (configuration not stated)	-6	6	10	-6	102	-0.1	1.3	105	-10	-0.2
O=C(Cn1nnc(-c2ccccc2)n1)N/N=C/c1cccc([N+](=O)[O-])c1O	6	-8	2	-6	108	-0.4	0.93	93	0	-0.4
Cc1ccc2c(CC(=O)N3CCOCC3)coc2c1	-10	16	-1	-2	93	-0.6	1.1	107	-15	-0.4
COC(=O)c1ccc(-c2nc3cc(Cl)c(N)cc3s2)cc1	-48	87*	142*	0	25	0.2	1.6	146*	38*	0.2
CCc1cc(-c2n[nH]c(C)c2Oc2ccc(C(C)C)cc2)c(O)cc1O	-7	-11	3	-5	109	-0.3	0.96	104	4	-0.1
CCC(=O)Nc1ccc(C(=O)N/N=C/c2cc(Br)c(OC)cc2OC)cc1	3	0	7	5	98	0.3	1	98	-2	-0.4
COc1ccc(-c2noc(COc3ccc4c(c3)OCO4)n2)cc1	-2	2	-11	5	102	2.5	1.3	105	-1	-0.5
CCN(CC)CCNC(=O)c1c(O)c2cccc3c2n(c1=O)CCC3	4	-2	-4	-1	106	-1.9	1.3	98	12	0.0
CN(C(=O)CSc1nc(C2CC2)nc2ccccc12)c1nc(-c2ccccc2)cs1	-3	-6	2	1	106	0.0	0.9	103	-2	0.3
CC(C)(C)NC(=O)Cn1c(=O)n(CC(=O)NC(C)(C)C)c2ccccc21	-2	7	-1	-5	99	-0.1	1.2	101	-10	-0.2
COc1ccc(C2=NN(C(=O)c3cccs3)C(O)(C(F)(F)F)C2)cc1 (configuration not stated)	-2	7	-24	1	98	-0.7	1.2	100	12	-0.3
Cc1ccccc1Oc1cc(-n2ncc(Cl)c(Cl)c2=O)ncn1	-5	-5	-95	-3	103	0.3	0.14	104	-8	0.9
Cc1cc(C)c2[nH]c(=O)c(=O)[nH]c2c1	2	8	19	-5	96	1.9	0.99	98	8	0.1
Cc1cccc(OCC(O)CN2C(C)(C)CC(O)CC2(C)C)c1 (configuration not stated)	-10	1	13	-1	102	8.5	1	109	10	-0.4
CCN(Cc1ccccc1)C(=O)Cn1cc2c(n1)CCCC2	-3	4	6	0	97	-1.2	1.1	104	-2	-0.2
CC(C)(C)C1CCc2sc(C(=O)NNC(=O)CCl)cc2C1 (configuration not stated)	-30	7	18	3	102	0.1	0.12	126	-2	0.5
O=C(NCCc1ccccc1)c1noc2c1CCc1ccccc1-2	-14	4	14	-4	99	-0.5	1.5	113	2	0.2
Nc1nc(NCc2ccccc2)nc(NCc2ccccc2)c1[N+](=O)[O-]	15	4	1	-5	99	3.1	0.97	87	-9	-0.4
O=C(NCc1cccnc1)c1cc(-c2ccccc2)on1	-19	-9	2	0	110	0.5	2.9	118	3	-0.2
COc1ccc(N2C(=O)C(Cl)=C(N3CCN(Cc4ccccc4)CC3)C2=O)cc1	7	13	8	-10	91	0.9	1.1	97	0	-0.2
CC(=O)c1cccc(N(CC(=O)N2CCOCC2)S(C)(=O)=O)c1	-3	4	8	-2	99	-0.1	1.3	103	13	0.5
Cc1cc(C)n(-c2ccc(C(F)(F)F)cc2[N+](=O)[O-])n1	-2	5	10	-3	99	-1.7	1.1	101	-1	-0.4
CC1Cc2ccccc2N1C(=O)CNc1ccccc1N1CCCCC1 (configuration not stated)	-6	-7	11	-3	107	-0.5	0.92	105	-13	-0.1
COc1cc(C(=O)NCc2ccccc2)cc(Br)c1OC	-3	9	-21	0	96	-0.1	1.5	102	-7	0.0
Cc1c(-c2nn(C)c(=O)c3ccccc23)oc2ccc(F)cc2c1=O	-7	0	10	2	107	0.2	1	106	9	-0.3
COc1ccc(C2C(C(=O)c3sc(C)nc3C)=C(O)C(=O)N2CCN2CCOCC2)cc1 (configuration not stated)	-4	-3	10	-3	105	0.5	1.2	104	1	-0.7
CCOc1ncccc1C(=O)OCC(=O)N1CCN(S(=O)(=O)c2ccccc2)CC1	7	-4	-6	-2	108	2.3	1	94	3	0.1
CN(C)S(=O)(=O)c1cccc(C(=O)OCC(=O)NCc2ccc3c(c2)OCO3)c1	3	-7	-1	0	107	-1.6	1.1	97	-16	0.0
Cc1cccc(CN(C)CCc2ccccn2)c1	-4	15	-12	-1	93	-0.1	1	104	-2	0.3
CCN(CC)S(=O)(=O)c1ccc2oc(Nc3ccc4c(c3)OCCO4)nc2c1	-7	7	19	-3	99	0.1	0.94	106	-5	-0.6

Copied from above, 13 compounds:
SMILES	STAT1 inh	STAT3 inh	APP 5'UTR act	Efa HMGR inh	STAT3 activator	Redox H2O2 prof	NF-kB neuron act	STAT1 act	TLR4 MyD88 comp	Hsp70 act
Nc1nc(NCc2ccccc2)nc(NCc2ccccc2)c1[N+](=O)[O-]	15	4	1	-5	99	3.1	0.97	87	-9	-0.4
O=C(NCc1cccnc1)c1cc(-c2ccccc2)on1	-19	-9	2	0	110	0.5	2.9	118	3	-0.2
COc1ccc(N2C(=O)C(Cl)=C(N3CCN(Cc4ccccc4)CC3)C2=O)cc1	7	13	8	-10	91	0.9	1.1	97	0	-0.2
CC(=O)c1cccc(N(CC(=O)N2CCOCC2)S(C)(=O)=O)c1	-3	4	8	-2	99	-0.1	1.3	103	13	0.5
Cc1cc(C)n(-c2ccc(C(F)(F)F)cc2[N+](=O)[O-])n1	-2	5	10	-3	99	-1.7	1.1	101	-1	-0.4
CC1Cc2ccccc2N1C(=O)CNc1ccccc1N1CCCCC1 (configuration not stated)	-6	-7	11	-3	107	-0.5	0.92	105	-13	-0.1
COc1cc(C(=O)NCc2ccccc2)cc(Br)c1OC	-3	9	-21	0	96	-0.1	1.5	102	-7	0.0
Cc1c(-c2nn(C)c(=O)c3ccccc23)oc2ccc(F)cc2c1=O	-7	0	10	2	107	0.2	1	106	9	-0.3
COc1ccc(C2C(C(=O)c3sc(C)nc3C)=C(O)C(=O)N2CCN2CCOCC2)cc1 (configuration not stated)	-4	-3	10	-3	105	0.5	1.2	104	1	-0.7
CCOc1ncccc1C(=O)OCC(=O)N1CCN(S(=O)(=O)c2ccccc2)CC1	7	-4	-6	-2	108	2.3	1	94	3	0.1
CN(C)S(=O)(=O)c1cccc(C(=O)OCC(=O)NCc2ccc3c(c2)OCO3)c1	3	-7	-1	0	107	-1.6	1.1	97	-16	0.0
Cc1cccc(CN(C)CCc2ccccn2)c1	-4	15	-12	-1	93	-0.1	1	104	-2	0.3
CCN(CC)S(=O)(=O)c1ccc2oc(Nc3ccc4c(c3)OCCO4)nc2c1	-7	7	19	-3	99	0.1	0.94	106	-5	-0.6

Compounds were not picked by outcome; 5.6% or so of the library scored in one or more.
